ssDAF-12 act – S. stercoralis DAF-12 nuclear receptor activators, primary screen, cell-based, luminescence, HEK293, GRIP1 co-expression, lit1-tk-luc; AID 652126, 2013; activation, % at 6.8 µM; Nuclear hormone receptor DAF-12 (Strongyloides stercoralis); HEK293 ssDAF-12/GRIP1 lit1-tk-luc reporter; % of 3 µM dafachronic acid response; 370,000 tested, 1% active;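 active = activation above the mean over all tested compounds plus 3 SD, cut at about 0.9% in these data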;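 note: 0% = DMSO-only wells and 100% = 3 µM delta7-dafachronic acid wells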
hcDAF-12 act – H. contortus DAF-12 nuclear receptor activators, primary screen, cell-based, luminescence, HEK293, lit1-tk-luc reporter | HEK293 hcDAF-12 lit1-tk-luc reporter; 0% DMSO, 100% Δ7-dafachronic acid | activation, % at 6.8 µM | 370,000 tested, 1.4% active | AID 652067, 2013;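 active = activation above the mean of all tested compounds plus 3 SD, cut at about 5.5% in these data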;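 note: 100% = response to 3 µM Δ7-dafachronic acid high control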
SMARCA2 activ – SMARCA2 (BRM) function activators, primary screen, cell-based, luminescence, high throughput; MG213 cells, MMTV-luciferase reporter, dexamethasone, overnight; activation, % at 9.1 µM; 370,000 tested, 1% active; AID 652017, 2013; in the data active = activation above about 7.8%;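 note: 0% = vehicle wells and 100% = reference activator wells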
DAX1 inh-1 – DAX1 (NR0B1) inhibitors on StAR promoter, primary screen, cell-based, luminescence, SF-1 (NR5A1), full-length DAX-1; AID 652010, 2013; HEK293T StAR-luciferase reporter, SF-1/DAX-1 repression relief; inhibition, % at 6.8 µM; 370,000 tested, 1.1% active;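 active = inhibition above the mean over all tested compounds plus 3 SD, cut at about 3.6% in these data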;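 note: 0% = DAX-1 cells with DMSO and 100% = cells lacking DAX-1 with DMSO; higher inhibition means more luminescence from relief of DAX-1 repression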
DAX1 inh-2 – DAX1 (NR0B1) inhibitors, primary screen, cell-based, HEK293, Gal4-DAX1, luciferase luminescence; Nuclear receptor subfamily 0 group B member 1 (Homo sapiens), P51843; HEK293 Gal4-DAX1 luciferase reporter; inhibition, % at 6.75 µM; 340,000 tested, 0.99% active; AID 504766, 2011;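 active = inhibition above the mean over all tested compounds plus 3 SD, cut at about 4.2% in these data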;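 note: 0% = DAX1-transfected cells with DMSO and 100% = empty-vector control cells with DMSO; inhibition shows as a rise in luminescence from relieved DAX1 repression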
hgDAF-12 ag – H. glycines DAF-12 receptor agonists, primary screen, cell-based, luminescence, HEK293, GAL4 fusion, UAS-luciferase; activation, % at 6.8 µM; AID 687014, 2013; 370,000 tested, 1.8% active; HEK293 GAL4-hgDAF12 UAS-luciferase reporter, agonist luminescence; normalized to butyrate control; Nuclear hormone receptor DAF-12 (Heterodera glycines), GAL4 fusion;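 active = activation above a cutoff set at the mean of all screened compounds plus 3 SD, cut at about 10% in these data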;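 note: 0% = DMSO wells and 100% = sodium butyrate wells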
PLC-beta3 inh – human PLC-beta3 inhibitors, primary screen, biochemical, fluorescence | 1-phosphatidylinositol 4,5-bisphosphate phosphodiesterase beta-3 (Homo sapiens), Q01970 | Purified PLC-beta3, fluorogenic substrate | inhibition, % at 12.2 µM | 370,000 tested, 0.18% active; in the data active = inhibition above about 11%;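 note: 0% = median of compound wells on plate and 100% = full blocker control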
MBD2 DNA inh – inhibitors of MBD2 binding to methylated DNA, primary screen, biochemical, TR-FRET, DNA-binding domain, human. Methyl-CpG-binding domain protein 2 (Homo sapiens), Q9UBB5. MBD2 binding to methylated oligonucleotide. inhibition, % at 4.4 µM. 370,000 tested, 0.31% active; in the data active = inhibition above about 13%
ADAM17 inh – ADAM17 inhibitors, primary screen, biochemical, QFRET; recombinant ADAM17, EDANS/DABCYL FRET peptide cleavage; inhibition, % at 6.95 µM; 370,000 tested, 0.83% active; AID 720648, 2013;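 active = inhibition above the mean of compounds lying between control limits plus 3 SD, set per campaign, cut at about 8.5% in these data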;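 note: 0% = DMSO-only wells as the low control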
NR1D1 modulator – modulators of Rev-erb alpha DNA binding, primary screen, biochemical, FITC-DNA, fluorescence polarization, uHTS; activity, % at 10 µM; AID 1259318, 2017; Nuclear receptor subfamily 1 group D member 1 (Homo sapiens), P20393; Rev-erbα–FITC-DNA binding, 90 min; 370,000 tested, 0.79% active;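 active = activity above about 14%, limit read from the data; passing the limit was not always enough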;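 note: 0% = DMSO wells with 35 nM protein and 100% = DMSO wells with 750 nM protein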
PLC-gamma1 inh – PLC-gamma1 enzyme inhibitors, primary screen, biochemical, fluorescence, purified enzyme; 1-phosphatidylinositol 4,5-bisphosphate phosphodiesterase gamma-1 (Homo sapiens), P19174; fluorogenic substrate; inhibition, % at 12.2 µM; 370,000 tested, 0.84% active; AID 720700, 2013; in the data active = inhibition above about 9.5%
Numbers without * were called inactive; i = inactive; · = not tested or not shown; & = joins results of further samples.

SMILES	ssDAF-12 act	hcDAF-12 act	SMARCA2 activ	DAX1 inh-1	DAX1 inh-2	hgDAF-12 ag	PLC-beta3 inh	MBD2 DNA inh	ADAM17 inh	NR1D1 modulator	PLC-gamma1 inh
O=C(NC(=S)Nc1cccc2ncccc12)c1cccs1	-1.3	-2.1	-2	-0.7	-1.3	3.4	-2	1	-4	-4	-1
Cc1cccc(N2CCN(C(=O)C3CCC(CNS(=O)(=O)c4cccs4)CC3)CC2)c1C (centres undefined)	-2.2	-5.9	-5	-1.4	-2.5	-4.7	-10	-4	4	4	-4
CNC(=S)N/N=C/c1ccc(C(C)C)cc1	-0.2	2.0	3	1.3	1.7	8.8	-2	1	-1	3	-1
O=C(Cc1cccs1)Nc1nnc(C2CC2)s1	-1.7	0.3	-1	0.1	-0.1	0.8	-5	-1	-8	0	-4
Cc1ccc(-n2cc(-c3ccccc3)[nH]c2=O)cc1F	0.4	0.8	4	1.7	0.6	5.6	-2	0	-7	2	-4
CC(OC(=O)c1ccc(F)c(S(=O)(=O)N2CCOCC2)c1)C(=O)NC1CCCC1 (centres undefined)	-0.8	-1.8	0	-0.4	-0.6	0.0	3	1	3	-12	1
CC12CN3CC(C)(CN(C1)C3c1ccccc1Cl)C2O (centres undefined)	-1.3	-0.9	1	0.3	0.5	-1.2	2	2	1	3	4
COc1ccc(-c2cn3cccnc3n2)cc1NC(=O)c1cccs1	-1.0	0.8	-3	-0.8	-1.3	-0.1	-500	1	-110	-2	-363
O=C(NCc1ccccc1CN1CCCC1)c1cccc(S(=O)(=O)N2CCCC2)c1	-1.2	-1.1	-3	2.4	-0.6	-0.3	1	-2	6	-6	3
Cc1onc(-c2ccccc2Cl)c1C(=O)N/N=C(\N)COc1ccc(Cl)cc1	-1.6	0.2	-5	-0.9	0.6	-1.4	-4	4	5	3	0
CCc1ccc2oc(C(=O)NCc3ccncc3)c(C)c2c1	-2.5	-2.9	0	-2.8	-2.0	-4.0	0	-3	1	5	-1
Cc1ccnc(Nc2nc3ccccc3s2)n1	1.2*	9.2*	11*	3.6	2.5	22*	1	-2	0	0	5
CC(C)(C)S(=O)(=O)N1Cc2cc(CO)cc(CCO)c2[C@@H]1CCO	-1.2	0.6	-1	-0.4	-0.7	-2.5	-3	2	2	-7	-2
O=c1[nH]c(=O)n(Cc2ccccc2)c2c1CCC2	-1.2	3.0	-3	0.8	-0.3	-1.7	-1	6	-2	2	1
COc1ccc(-c2cc(C(=O)Nc3cc(C)on3)no2)cc1	-1.6	0.6	0	0.5	1.0	-0.1	-10	-2	-4	0	1
CC1CCCN(C(=O)c2ccc(NS(=O)(=O)c3ccc4[nH]c(=O)[nH]c4c3)cc2)C1 (centres undefined)	-1.3	-0.1	0	0.8	-1.2	0.0	-7	1	-3	-2	-2
CCOC(=O)[C@]12CCCC=C1N(CCC1=CCCCC1)C(=O)[C@H](CC(=O)NCCCN1CCCC1=O)C2	-0.9	-1.1	-4	-1.0	·	-1.1	-1	-6	-4	-2	2
C=CCNC(=O)/C(C#N)=C/c1c(C)nn(-c2ccccc2)c1Cl	-1.2	0.8	0	0.4	1.2	2.9	1	-2	1	-6	0
c1csc(C(c2nnnn2C2CCCC2)N2CCCC3(CCCCC3)C2)c1 (centres undefined)	-0.8	-0.7	4	-0.1	0.0	3.3	-4	-2	-5	6	2
CCn1cc(C(=O)NCCC(=O)NCCCO)c(=O)c2cc3c(cc21)OCO3	-0.6	-2.2	-3	0.3	1.5	0.8	-16	9	-19	-2	0
CCCNC(=O)C1CCN(c2cc(-c3ccccc3)nc3ncnn23)CC1	-2.0	-1.1	-3	-0.2	1.3	-5.3	-13	-2	-4	2	-5
CC(OC(=O)Cc1c[nH]c2ccccc12)C(=O)Nc1ccccc1F (centres undefined)	-0.9	0.8	-1	-0.7	-0.8	1.6	-6	0	0	3	3
O=[N+]([O-])c1ccccc1C(O)Cc1ccccn1 (centres undefined)	-0.8	0.0	4	0.2	1.8	0.7	-2	-7	-1	2	-2
O=C(NC(=S)Nc1ccccc1N1CCCC1)c1cccs1	-0.4	5.7*	2	-0.4	1.1	3.9	-52	-9	-1	1	-45
CC(=O)Nc1ccc(NC(=O)[C@@H](NC(=O)c2ccccc2F)C(C)C)cc1	-1.0	-1.1	0	0.1	4.0	-0.4	-4	0	-3	3	5
CN(C)CCCNc1oc(/C=C/c2ccccc2)nc1C#N	-1.6	0.1	4	0.8	1.4	-0.3	-44	-1	-13	-1	-27
CC(OC(=O)C1CC(O)CN1S(=O)(=O)c1ccccc1[N+](=O)[O-])C(=O)N1CCCCC1 (centres undefined)	-1.5	1.5	-1	0.4	0.9	-0.8	3	2	-2	4	0
CCOc1cc(/C=N/NC(=O)C(=O)NCC2CCCO2)ccc1OCC(=O)N1CCOCC1 (centres undefined)	0.0	1.2	-1	0.6	·	1.9	-23	2	-2	8	-17
CCOC(=O)C1=C(C)NC(=O)NC1c1ccc(-c2ccc(F)cc2)o1 (centres undefined)	-0.8	-0.4	-3	0.9	0.9	1.3	-1	-2	-1	-1	-2
O=c1[nH][nH]c(C(F)(F)F)c1C=NCc1ccccc1Cl	-1.1	-1.6	-3	-0.7	0.1	0.5	0	-4	0	2	-1
CC(=O)N1c2ccc(S(=O)(=O)N3CCCC(C(=O)N4CCCC(C)C4)C3)cc2CC1C (centres undefined)	-1.3	0.9	-1	-1.4	-0.1	-0.9	-3	1	-1	-2	-2
CCOC(=O)C1CCN(C(=O)c2cc3cc(Cl)ccc3[nH]2)CC1	-0.7	6.5*	-1	0.0	0.6	3.9	-6	-3	3	-3	2
O=C(N/N=C/c1cccc(C(F)(F)F)c1)c1cc2c(s1)-c1ccccc1CC2	0.1	2.9	0	0.3	1.1	2.2	-12	-5	-10	1	-10
CCC(C)C1(C2CCCC2)NC(=O)NC1=O (centres undefined)	-1.2	-0.5	-4	-0.4	1.4	-0.3	6	-2	6	16*	3
COC(=O)[C@@H](NC(=O)NCc1ccc(F)cc1)C(C)C	-1.3	-1.1	1	0.1	0.5	0.5	3	0	-3	3	1
CC(=O)Nc1ccc(-c2ccnc3c2CC(C(=O)Nc2cccc(N(C)C)c2)O3)cc1 (centres undefined)	-1.8	-0.8	-3	-4.6	·	1.1	5	-3	3	2	6
CCc1cc(=O)oc2c3c(cc(OCC(=O)NCCN4CCOCC4)c12)OC(C)(C)CC3	-1.4	-0.6	3	-0.7	0.0	-4.2	i	2	i	0	i
C=CCOC(=O)C1=C[C@@H](c2csc3ccccc23)C[C@@H](OCCCCO)O1	-0.9	-0.4	1	0.1	-1.6	1.5	-20	-2	-3	0	-11
Cc1cccc(-c2nc(CS(=O)CC(=O)N3CCN(C)CC3)c(C)o2)c1 (centres undefined)	-1.1	-1.4	0	-0.4	0.2	-2.2	-1	0	1	-1	-1
COCCN(C(=O)c1ccc(-c2ccc([N+](=O)[O-])cc2)o1)c1c(N)n(CC(C)C)c(=O)[nH]c1=O	-1.2	-1.1	-1	-0.2	1.6	0.0	-14	0	-4	-3	-4
CN1CCN(C(c2ccccc2)c2ccc(Cl)cc2)CC1 (centres undefined)	-0.7	-0.5	-4	1.0	0.6	2.3	2	4	-2	5&0	1
FCCCOc1ccc(-c2nccc(-c3ccc(Br)cc3)n2)cc1	-1.2	-0.9	2	0.4	-0.8	1.1	2	3	-4	1	0
Cc1cc(C)cc(N(CC(=O)NC2CCC(C)CC2)S(=O)(=O)c2ccc(Br)s2)c1 (centres undefined)	-0.3	-0.3	-1	0.1	·	0.9	3	-3	2	-6	3
O=C(CSc1nnc(-c2cnccn2)n1Cc1ccco1)c1ccccc1	-1.3	-1.4	-1	0.1	-0.8	0.2	1	-6	0	4	6
COC(=O)c1c(NC(=O)COC(=O)c2ccc(Cl)nc2)sc(C)c1C	-0.2	1.2	-2	0.4	-0.6	-0.1	-9	3	-5	-1	-2
CC(C)c1ccc(C(O)P(=O)(OCc2ccccc2)c2ccc(N(C)C)cc2)cc1 (centres undefined)	-0.9	-1.7	-5	0.8	3.7	-0.2	-8	-4	-2	1	0
CNc1c(NS(=O)(=O)c2ccc(F)cc2)c(=O)oc2ccccc12	-0.8	-0.5	4	-0.2	1.2	-1.2	-5	1	-1	-4	1
CCN(CC)S(=O)(=O)c1ccc(=O)[nH]c1	-1.4	-0.3	-4	1.1	0.1	0.2	6	-6	2	-4	8

The closing 3 entries of the part above open the next one:
SMILES	ssDAF-12 act	hcDAF-12 act	SMARCA2 activ	DAX1 inh-1	DAX1 inh-2	hgDAF-12 ag	PLC-beta3 inh	MBD2 DNA inh	ADAM17 inh	NR1D1 modulator	PLC-gamma1 inh
CC(C)c1ccc(C(O)P(=O)(OCc2ccccc2)c2ccc(N(C)C)cc2)cc1 (centres undefined)	-0.9	-1.7	-5	0.8	3.7	-0.2	-8	-4	-2	1	0
CNc1c(NS(=O)(=O)c2ccc(F)cc2)c(=O)oc2ccccc12	-0.8	-0.5	4	-0.2	1.2	-1.2	-5	1	-1	-4	1
CCN(CC)S(=O)(=O)c1ccc(=O)[nH]c1	-1.4	-0.3	-4	1.1	0.1	0.2	6	-6	2	-4	8
CCOC(=O)C(OC(=O)c1sc(=S)n(C)c1C)C(C)=O (centres undefined)	-0.8	1.9	-2	-0.1	0.6	1.1	2	6	-5	2	1
O=[N+]([O-])C1=C(Nc2cccc3ccccc23)CS(=O)(=O)C1	0.2	3.1	1	-0.5	-0.2	0.9	-52	-7	-23	3	-31
CN(C)c1cccc(N(C)C)c1CNC(=O)NC(=O)c1c(F)cccc1F	-1.4	-2.3	-1	-1.4	-1.2	-3.1	-6	1	1	-3	-1
CC(=O)c1cccc(NC(=O)C(OC(=O)c2cccs2)c2ccccc2)c1 (centres undefined)	-1.5	-1.3	-1	0.1	-0.9	-2.0	-3	-4	5	-6	0
CN(CC(=O)Nc1c(Cl)cccc1Cl)C(=O)c1ccccc1SCC(=O)N1CCCC1	-1.1	0.3	4	-0.4	1.8	1.2	-7	-4	-5	2	-1
COc1ccc(NC(=O)Nc2nnc(C(C)(C)C)s2)cc1	-2.3	-1.8	3	0.1	0.1	2.5	-5	5	0	-1	3

Screening results: PubChem BioAssay, several laboratories

Outcome played no part in choosing rows; any-hit rate near 7.4%.
